High-throughput results: PubChem, Sanford-Burnham Center for Chemical Genomics
ATG4B inhibitor: ATG4B (human) cysteine protease inhibition | AID 504462 | ATG4B cleavage of LC3-PLA2, NBD-HPC fluorescence, 1 h | inhibition, % at 8.33 µM | actives 0.51% (n = 340,000) | Q9Y4P1; in the data active = inhibition above about 40%
MPTP block: blocks calcium-induced mitochondrial swelling; inhibition, % at 10 µM; actives 1.4% (n = 360,000); AID 602449; isolated mouse mitochondria, Ca2+ swelling absorbance, 30 min;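 active = inhibition of 50% or more, scaled per plate between neutral and stimulator controls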;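 also: 0% = DMSO wells given calcium and 100% = 1 mM EGTA wells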
SENP7 inh: SENP7 protease inhibition | recombinant SENP7, Z-RLRGG-aminoluciferin luminescence, 40 min | Q9BQF6 | actives 1.5% (n = 330,000) | inhibition, % at 5 µM;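 active = inhibition above about 50% at the single test dose, limit read from the data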;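 also: plate controls were DMSO with enzyme for no effect and no enzyme buffer wells for full effect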
PfGluPho inh: PfG6PD (Plasmodium falciparum) enzyme inhibition; PfGluPho enzyme, NADPH resazurin-diaphorase fluorescence; inhibition, % at 20 µM; actives 0.78% (n = 350,000); AID 504690;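 active = inhibition reaching at least a set limit at 20 µM in the primary screen, cut at about 59% in these data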;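 also: 0% = DMSO wells with substrate and 100% = DMSO wells lacking glucose-6-phosphate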
GRIN3A LBD mod: modulators (binders) of human NR3A ligand-binding domain; NR3A LBD differential scanning fluorimetry, Tm shift; 0% = protein alone, 100% = glycine-bound protein; Tm shift relative to glycine control, % at 25 µM; actives 2.5% (n = 340,000); AID 1259313;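 active = melting temperature shift of at least 10% of the positive control shift, at one fixed dose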
SENP8 block: SENP8 (human) protease inhibition | Q96LD8 | recombinant SENP8, Nedd8 substrate fluorescence | inhibition, % at 20 µM | actives 0.64% (n = 360,000); in the data active = inhibition mostly above about 40%, no sharp cut-off; inactive = mostly below about 27%
HKDC1 inhibitor: HKDC1 (human) hexokinase inhibition; actives 0.16% (n = 340,000); Q2TB90; recombinant HKDC1, G6PDH/diaphorase resazurin coupled fluorescence; inhibition, % at 20 µM;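 active = inhibition above about 35% when tested at 20 µM, limit read from the data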;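 also: plate controls were DMSO wells with enzyme for no effect and DMSO wells lacking enzyme for full effect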
Target sequence (Q2TB90 whole entry, looked up): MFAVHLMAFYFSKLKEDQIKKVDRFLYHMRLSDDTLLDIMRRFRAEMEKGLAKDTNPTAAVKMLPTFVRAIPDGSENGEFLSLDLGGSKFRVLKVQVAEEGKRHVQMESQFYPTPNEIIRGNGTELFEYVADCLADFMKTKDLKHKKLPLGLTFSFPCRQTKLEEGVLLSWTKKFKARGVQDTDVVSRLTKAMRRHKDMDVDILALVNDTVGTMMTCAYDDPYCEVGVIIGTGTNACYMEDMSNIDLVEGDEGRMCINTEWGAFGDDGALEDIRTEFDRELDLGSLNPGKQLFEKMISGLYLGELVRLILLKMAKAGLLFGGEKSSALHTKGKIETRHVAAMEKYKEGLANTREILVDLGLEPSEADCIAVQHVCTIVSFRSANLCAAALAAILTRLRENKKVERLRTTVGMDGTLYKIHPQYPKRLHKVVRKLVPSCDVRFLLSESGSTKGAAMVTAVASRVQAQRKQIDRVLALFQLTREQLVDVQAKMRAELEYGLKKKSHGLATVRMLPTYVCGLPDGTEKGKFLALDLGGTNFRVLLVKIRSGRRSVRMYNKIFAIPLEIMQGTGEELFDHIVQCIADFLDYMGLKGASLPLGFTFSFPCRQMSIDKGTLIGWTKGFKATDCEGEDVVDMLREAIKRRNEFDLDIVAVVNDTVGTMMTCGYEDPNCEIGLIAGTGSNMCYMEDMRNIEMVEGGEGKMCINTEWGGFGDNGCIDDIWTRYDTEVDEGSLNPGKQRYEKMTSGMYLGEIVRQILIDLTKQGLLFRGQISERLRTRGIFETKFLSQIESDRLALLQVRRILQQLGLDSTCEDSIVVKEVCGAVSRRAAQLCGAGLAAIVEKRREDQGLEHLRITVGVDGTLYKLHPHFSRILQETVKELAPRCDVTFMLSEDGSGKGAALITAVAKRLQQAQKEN
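Assay system: recombinant HKDC1 hexokinase; detection: coupled resazurin fluorescence, excitation 525 nm, emission 613 nm; benchmarks: DMSO-plus-enzyme-mix negative control, buffer-substituted positive control; compound dosing: single 20 µM dose; schedule: 90 min at room temperature in dark; also added: glucose plus 1 mM ATP as hexokinase substrates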
SENP6 block: inhibitors of human SENP6 protease; Q9GZR1; Recombinant SENP6 catalytic domain, aminoluciferin luminescence; inhibition, % at 10 µM; actives 1.8% (n = 330,000); AID 2599;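 active = inhibition above about 50% at the single tested dose, limit read from the data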;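 also: plate controls were DMSO wells with enzyme for no effect and DMSO wells lacking enzyme for full effect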
Starred values were filed as active, the others as inactive.

CCc1nnc(NS(=O)(=O)c2ccc(NC(=O)c3ccc(S(=O)(=O)N(CC)CC)cc3)cc2)s1 was read as ATG4B inhibitor -9, MPTP block -0.3, SENP7 inh -3, PfGluPho inh 2, GRIN3A LBD mod -11, SENP8 block 14, HKDC1 inhibitor 4 and SENP6 block 10.
Screening COc1ccc(Sc2nc(-c3ccccc3)ncc2OC)cc1 returned ATG4B inhibitor 1, MPTP block 0.8, SENP7 inh -3, PfGluPho inh 17, GRIN3A LBD mod -2, SENP8 block 16, HKDC1 inhibitor -3 and SENP6 block -9.
CC1(C)Cc2c(cnn2-c2ccc(F)cc2)C(NC(=O)Cn2cncn2)C1 (configuration not stated) was read as ATG4B inhibitor 2, MPTP block 0.9, SENP7 inh 2, PfGluPho inh -1, GRIN3A LBD mod -1, SENP8 block 6, HKDC1 inhibitor -6 and SENP6 block -15.
For Cc1cc(NC(=O)CSCC(=O)Nc2ccccc2OC(F)F)no1 the results were ATG4B inhibitor -11, MPTP block -1.8, SENP7 inh 3, PfGluPho inh 8, GRIN3A LBD mod 0, SENP8 block 11, HKDC1 inhibitor -8 and SENP6 block -12.
O=C(Nc1ccc(F)cc1)C1CCCN(S(=O)(=O)c2cccc3cccnc23)C1 (configuration not stated) was read as ATG4B inhibitor -2, MPTP block -2.0, SENP7 inh -1, PfGluPho inh 23, GRIN3A LBD mod -3, SENP8 block 18, HKDC1 inhibitor -3 and SENP6 block 13.
Cc1ccc(-c2nn(-c3ccccc3)cc2CO)o1 was read as ATG4B inhibitor -4, MPTP block 2.5, SENP7 inh 0, PfGluPho inh -17, GRIN3A LBD mod 0, SENP8 block -44, HKDC1 inhibitor -3 and SENP6 block 8.
`Cc1ccsc1C1C(C#N)=C(N)Oc2n[nH]c(C)c21` (configuration not stated) gave ATG4B inhibitor -9, MPTP block 1.3, SENP7 inh -4, PfGluPho inh 16, GRIN3A LBD mod 1, SENP8 block 24, HKDC1 inhibitor -3 and SENP6 block -2.
For Cc1ccccc1NC(=O)c1ccc2c(c1)OCCO2 the results were ATG4B inhibitor -3, MPTP block 3.4, SENP7 inh 0, PfGluPho inh 5, GRIN3A LBD mod -1, SENP8 block 23, HKDC1 inhibitor -5 and SENP6 block 22.
For COc1ccc(C(=O)c2c[nH]c(C(=O)N=CN(C)C)c2)cc1 the results were ATG4B inhibitor -5, MPTP block -1.7, SENP7 inh 16, PfGluPho inh 7, GRIN3A LBD mod -2, SENP8 block -3, HKDC1 inhibitor -10 and SENP6 block 2.
CC(C)(C)C(=O)Nc1nnc(SCc2cccc(F)c2)s1 was read as ATG4B inhibitor -1, MPTP block -1.5, SENP7 inh 0, PfGluPho inh 9, GRIN3A LBD mod -1, SENP8 block 4, HKDC1 inhibitor -4 and SENP6 block -22.
`O=C(CCCc1ccccc1)NC12CC3CC(CC(C3)C1)C2` gave ATG4B inhibitor 4, MPTP block -0.5, SENP7 inh -3, PfGluPho inh 3, GRIN3A LBD mod 0, SENP8 block 5, HKDC1 inhibitor -4 and SENP6 block 13.
For CCOC(=O)/C=C1\CC(=O)Nc2nonc2N1 the results were ATG4B inhibitor -5, MPTP block 0.2, SENP7 inh 4, PfGluPho inh -4, GRIN3A LBD mod 0, SENP8 block 2, HKDC1 inhibitor -1 and SENP6 block 1.
For CCCCN(CCCC)Cc1ccc(C(=O)NN)o1 the results were ATG4B inhibitor 6, MPTP block -1.7, SENP7 inh -7, PfGluPho inh -20, GRIN3A LBD mod -3, SENP8 block 16, HKDC1 inhibitor 12 and SENP6 block -8.
`CC[N+]1(C)CCC(=C2c3ccccc3CC(=O)c3sccc32)CC1` (configuration not stated) gave ATG4B inhibitor 1, MPTP block 0.5, SENP7 inh 3, PfGluPho inh -6, GRIN3A LBD mod 1, SENP8 block 20, HKDC1 inhibitor 2 and SENP6 block -1.
Oc1ccccc1/C=N/Nc1ccnc(SCc2ccccc2)n1 was read as ATG4B inhibitor -3, MPTP block 9.8, PfGluPho inh -13, GRIN3A LBD mod -2, SENP8 block -5 and HKDC1 inhibitor -10.
Screening Brc1cc2c(cc1Br)OCCOCCOCCOCCO2 returned ATG4B inhibitor -9, MPTP block -0.5, SENP7 inh -4, PfGluPho inh 2, GRIN3A LBD mod -3, SENP8 block -3, HKDC1 inhibitor -8 and SENP6 block 0.
COc1ccc(Cl)cc1NC(=S)NC1CCCC1 was read as ATG4B inhibitor -1, MPTP block 0.2, SENP7 inh -10, PfGluPho inh 1, GRIN3A LBD mod -7, SENP8 block 12, HKDC1 inhibitor -3 and SENP6 block -17.
Screening Cc1cccc2cc(/C=N/NC(=O)[C@H]3C[C@@H]3c3ccccc3)c(Cl)nc12 returned ATG4B inhibitor -1, MPTP block 4.3, SENP7 inh 2, PfGluPho inh 2, GRIN3A LBD mod -2, SENP8 block -5, HKDC1 inhibitor -1 and SENP6 block -16.
Screening CC(NC(=O)COc1cc(=O)n(C)c2ccccc12)c1ccc2c(c1)OCCO2 (configuration not stated) returned ATG4B inhibitor -5, MPTP block 4.2, SENP7 inh -2, PfGluPho inh 17, GRIN3A LBD mod 1, SENP8 block 15, HKDC1 inhibitor -1 and SENP6 block 8.
COc1ccc(CNc2nc(NCc3ccc(OC)cc3)n(S(C)(=O)=O)n2)cc1 was read as ATG4B inhibitor -1, MPTP block 0.0, SENP7 inh -10, PfGluPho inh -4, GRIN3A LBD mod -3, SENP8 block 9, HKDC1 inhibitor -5 and SENP6 block 12.
COc1ccc(C2N(C(C)=O)CCCN2S(=O)(=O)c2ccc(C)cc2)cc1 (configuration not stated) was read as ATG4B inhibitor -5, MPTP block 1.1, SENP7 inh 6, PfGluPho inh -5, GRIN3A LBD mod -5, SENP8 block 3, HKDC1 inhibitor 3 and SENP6 block 16.
For O=C(Nc1ccccc1C(=O)NCc1cccnc1)c1ccco1 the results were ATG4B inhibitor -5, MPTP block -0.2, SENP7 inh -1, PfGluPho inh 3, GRIN3A LBD mod -1, SENP8 block -9, HKDC1 inhibitor -1 and SENP6 block 4.
For O=C(N/N=C/c1ccco1)c1csc2c1CCCC2 the results were ATG4B inhibitor -2, MPTP block 2.2, SENP7 inh -3, PfGluPho inh 16, GRIN3A LBD mod 0, SENP8 block 10, HKDC1 inhibitor 2 and SENP6 block -7.
O=C(Nc1ccc2c(c1)nc1n2CCSC1)c1ccco1 was read as ATG4B inhibitor -10, MPTP block -0.6, SENP7 inh 5, PfGluPho inh 8, GRIN3A LBD mod 0, SENP8 block -75, HKDC1 inhibitor 2 and SENP6 block -3.

2 records picked at random from the list so far:
COc1ccc(C2N(C(C)=O)CCCN2S(=O)(=O)c2ccc(C)cc2)cc1 (configuration not stated) was read as ATG4B inhibitor -5, MPTP block 1.1, SENP7 inh 6, PfGluPho inh -5, GRIN3A LBD mod -5, SENP8 block 3, HKDC1 inhibitor 3 and SENP6 block 16.
`CC[N+]1(C)CCC(=C2c3ccccc3CC(=O)c3sccc32)CC1` (configuration not stated) gave ATG4B inhibitor 1, MPTP block 0.5, SENP7 inh 3, PfGluPho inh -6, GRIN3A LBD mod 1, SENP8 block 20, HKDC1 inhibitor 2 and SENP6 block -1.

The main list resumes, starting 3 compounds before the break.
For O=C(Nc1ccccc1C(=O)NCc1cccnc1)c1ccco1 the results were ATG4B inhibitor -5, MPTP block -0.2, SENP7 inh -1, PfGluPho inh 3, GRIN3A LBD mod -1, SENP8 block -9, HKDC1 inhibitor -1 and SENP6 block 4.
For O=C(N/N=C/c1ccco1)c1csc2c1CCCC2 the results were ATG4B inhibitor -2, MPTP block 2.2, SENP7 inh -3, PfGluPho inh 16, GRIN3A LBD mod 0, SENP8 block 10, HKDC1 inhibitor 2 and SENP6 block -7.
O=C(Nc1ccc2c(c1)nc1n2CCSC1)c1ccco1 was read as ATG4B inhibitor -10, MPTP block -0.6, SENP7 inh 5, PfGluPho inh 8, GRIN3A LBD mod 0, SENP8 block -75, HKDC1 inhibitor 2 and SENP6 block -3.
`COc1cc(CCC(=O)OCC(=O)Nc2ccc(Br)cc2F)cc(OC)c1OC` gave ATG4B inhibitor -3, MPTP block -0.1, SENP7 inh 5, PfGluPho inh -4, GRIN3A LBD mod -1, SENP8 block 0, HKDC1 inhibitor 7 and SENP6 block -1.
COC(=O)c1ccc(C(C(=O)NC2CCCCC2)N(Cc2ccc(F)cc2)C(=O)Cc2cccs2)cc1 (configuration not stated) was read as ATG4B inhibitor -4, MPTP block 1.0, SENP7 inh 1, PfGluPho inh -3, GRIN3A LBD mod 0, SENP8 block 14, HKDC1 inhibitor -6 and SENP6 block -24.
Screening COc1ccc(/C=C2\SC(=N)N(c3ccc(F)cc3)C2=O)cc1 returned ATG4B inhibitor -13, MPTP block 0.6, SENP7 inh 4, PfGluPho inh 1, GRIN3A LBD mod 2, SENP8 block 3, HKDC1 inhibitor 1 and SENP6 block 2.
`COc1ccc(CNc2ccc(N3CCN(C(C)=O)CC3)cc2)cc1OC` gave ATG4B inhibitor -11, MPTP block -1.4, PfGluPho inh 52, GRIN3A LBD mod -1, SENP8 block -34 and HKDC1 inhibitor 2.
CCOC(=O)CNC(=O)Cn1cnc2sc(C)c(S(=O)(=O)N3CCC(C)CC3)c2c1=O was read as ATG4B inhibitor -18, MPTP block 0.3, SENP7 inh 6, PfGluPho inh -6, GRIN3A LBD mod -1, SENP8 block 17, HKDC1 inhibitor 6 and SENP6 block -11.
For Cc1ccc(S(=O)(=O)N2CCC(C(=O)NCCC3=CCCCC3)CC2)cc1C the results were ATG4B inhibitor 3, MPTP block -0.3, SENP7 inh 11, PfGluPho inh -3, GRIN3A LBD mod 2, SENP8 block -4, HKDC1 inhibitor -1 and SENP6 block -24.
Screening CSCCC(NC(=O)c1ccco1)C(=O)NNC(=O)c1n[nH]c(=O)c2ccccc12 (configuration not stated) returned ATG4B inhibitor 2, MPTP block -1.2, SENP7 inh -3, PfGluPho inh -5, GRIN3A LBD mod -3, SENP8 block 10, HKDC1 inhibitor -5 and SENP6 block -2.
Screening CC(=O)c1cnn(-c2cc(Oc3ccc(F)cc3)ncn2)c1C returned ATG4B inhibitor -5, MPTP block -1.1, SENP7 inh 6, PfGluPho inh -1, GRIN3A LBD mod -1, SENP8 block 25, HKDC1 inhibitor -8 and SENP6 block -2.
`CN1CCN(C(=O)c2ccc(CSc3ccc(Cl)cc3)cc2)CC1` gave ATG4B inhibitor 8, MPTP block 18, SENP7 inh 6, PfGluPho inh -6, GRIN3A LBD mod -6, SENP8 block 7, HKDC1 inhibitor -8 and SENP6 block -4.
For CNC(=O)NC(=O)C(c1ccccc1)N(C)CC1COc2ccccc2O1 (configuration not stated) the results were ATG4B inhibitor -7, MPTP block 1.0, SENP7 inh 0, PfGluPho inh 16, GRIN3A LBD mod -2, SENP8 block 12, HKDC1 inhibitor -2 and SENP6 block -1.
Screening CCOC(=O)c1ccc(N2C(=O)CC(C)(CC)CC2=O)cc1 returned ATG4B inhibitor -2, MPTP block 0.1, SENP7 inh 1, PfGluPho inh 1, GRIN3A LBD mod 1, SENP8 block 8, HKDC1 inhibitor -7 and SENP6 block -25.
COc1cccc(N2CCN(C(=O)NC3CCCCC3)CC2)c1 was read as ATG4B inhibitor -4, MPTP block 0.4, SENP7 inh -3, PfGluPho inh -4, GRIN3A LBD mod 0, SENP8 block 18, HKDC1 inhibitor -7 and SENP6 block 9.
O=C(O)c1ccc(Nc2nc(-c3ccccc3)nc3ccccc23)cc1 was read as ATG4B inhibitor -6, MPTP block -0.3, SENP7 inh -4, PfGluPho inh 5, GRIN3A LBD mod 4, SENP8 block -328, HKDC1 inhibitor 0 and SENP6 block 4.
`Cc1ccc(S(=O)(=O)N(C)C)cc1NC(=O)CN1C(=O)NC(Cc2ccccc2)C1=O` (configuration not stated) gave ATG4B inhibitor -5, MPTP block -1.0, SENP7 inh -2, PfGluPho inh -2, GRIN3A LBD mod -2, SENP8 block 13, HKDC1 inhibitor -6 and SENP6 block 9.
